L3MBTL1 block = qHTS Assay for the Inhibitors of L3MBTL1; Lethal(3)malignant brain tumor-like protein 1 (Homo sapiens), Q9Y468; AlphaScreen L3MBTL1–H3K9me1 peptide binding; Potency, µM (doses to about 57.1 µM), for inactives: top-dose activity, negative = inhibition, most hits filed as inhibitors; 0.66% of 230,000 active; also: nearly all actives have a fitted effect of over 60% in size
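Displacement of a biotinylated histone H3(1-15) peptide monomethylated at Lys9 (75 nM) from L3MBTL1 (50 nM) was measured by AlphaScreen after a 30 min room-temperature compound incubation; cefsulodin titration served as intraplate control.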
aGal spleen mod = qHTS Assay for Inhibitors and Activators of Human alpha-Galactosidase From Spleen Homogenate | Alpha-galactosidase A (Homo sapiens), P06280 | human spleen homogenate, 4MU-alpha-Gal fluorescence, 40 min | Potency, µM (doses to about 80 µM), for inactives: at the top dose activity change, negative = inhibition, most hits filed as inhibitors | 0.008% of 240,000 active;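 also: 0% = enzyme with vehicle and -100% = no enzyme basal signal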
Target sequence (P06280 32-429 limits assumed): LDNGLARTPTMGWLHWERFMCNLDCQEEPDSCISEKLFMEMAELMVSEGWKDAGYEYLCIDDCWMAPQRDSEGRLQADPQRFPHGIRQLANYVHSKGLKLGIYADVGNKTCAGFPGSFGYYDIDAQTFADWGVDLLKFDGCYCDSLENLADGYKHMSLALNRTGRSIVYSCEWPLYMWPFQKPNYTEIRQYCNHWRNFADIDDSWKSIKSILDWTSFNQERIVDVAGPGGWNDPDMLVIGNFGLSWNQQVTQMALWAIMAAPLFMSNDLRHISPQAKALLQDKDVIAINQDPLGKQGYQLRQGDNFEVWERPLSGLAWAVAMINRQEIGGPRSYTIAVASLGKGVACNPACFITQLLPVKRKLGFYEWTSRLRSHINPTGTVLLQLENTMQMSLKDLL
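Spleen homogenate 1 ug + cpd (titration) + 4-MU-alpha-D-galactopyranoside 1 mM; 37C 40 min; 50 mM citrate/phosphate pH 5.0, 0.01% Tween-20; stop pH 10; fluorescence 365/440; AC50 via Hill.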
Tau FP inhib = qHTS for Inhibitors of Tau Fibril Formation, Fluorescence Polarization | Potency, µM (top dose mostly 57.7 µM), inactives show at the highest dose activity, negative = inhibition, usual class: inhibitors | Microtubule-associated protein tau (Homo sapiens), P10636 | K18 P301L tau heparin fibrillization, Alexa594 FP, 6 h | 0.39% of 280,000 active; also: nearly all actives have a fitted effect of over 55% in size
Target sequence (P10636 561-689 P618L limits assumed): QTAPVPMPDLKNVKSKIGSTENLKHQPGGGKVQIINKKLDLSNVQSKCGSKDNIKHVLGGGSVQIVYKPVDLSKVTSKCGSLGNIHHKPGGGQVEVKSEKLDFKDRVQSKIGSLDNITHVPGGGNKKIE
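FP of Alexa 594-tau after heparin (20 uM) induction. Substrate: human K18 P301L, 15 uM unlabeled, 0.24 uM labeled. Buffer 100 mM sodium acetate pH 7. 6 hr, 37 C.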
TRb-SRC2 inh = qHTS for Inhibitors of the Interaction of Thyroid Hormone Receptor and Steroid Receptor Coregulator 2. 0.065% of 280,000 active. Potency, µM (top dose mostly 106 µM), inactives show top-dose activity change, negative = inhibition, hits mostly inhibitors. TRbeta-SRC2 peptide binding, fluorescence polarization; receptor liganded with 1 µM T3. AID 1469, 2008;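 also: plate controls were bound peptide for no effect and peptide without receptor for full effect; nearly all actives have a fitted effect of over 50% in size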
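TRb LBD 0.6 uM + Texas Red SRC2 peptide 20 nM, 1 uM T3, Tris buffer w/ 5% DMSO; compound pinned, 5 h RT; FP read ex 555/em 632; normalized to unbound and bound controls.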
ALDH1A1 inh = qHTS Assay for Inhibitors of Aldehyde Dehydrogenase 1 (ALDH1A1) | Purified ALDH1A1, NADH fluorescence, propionaldehyde substrate | Potency, µM (titrated, usually from 75.3 µM), without a hit: at the highest dose activity, negative = inhibition, usual class: inhibitors | 7.3% of 220,000 active; active = well fitted inhibition curve with a large enough effect, not every such curve was filed as active; inconclusive = small, poorly fitted or top-dose-only effect, or another doubt; inactive = no such curve, though single readings can be large or run the other way;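 also: plate controls were no enzyme wells and a reference inhibitor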
Target sequence (P00352 whole entry, looked up): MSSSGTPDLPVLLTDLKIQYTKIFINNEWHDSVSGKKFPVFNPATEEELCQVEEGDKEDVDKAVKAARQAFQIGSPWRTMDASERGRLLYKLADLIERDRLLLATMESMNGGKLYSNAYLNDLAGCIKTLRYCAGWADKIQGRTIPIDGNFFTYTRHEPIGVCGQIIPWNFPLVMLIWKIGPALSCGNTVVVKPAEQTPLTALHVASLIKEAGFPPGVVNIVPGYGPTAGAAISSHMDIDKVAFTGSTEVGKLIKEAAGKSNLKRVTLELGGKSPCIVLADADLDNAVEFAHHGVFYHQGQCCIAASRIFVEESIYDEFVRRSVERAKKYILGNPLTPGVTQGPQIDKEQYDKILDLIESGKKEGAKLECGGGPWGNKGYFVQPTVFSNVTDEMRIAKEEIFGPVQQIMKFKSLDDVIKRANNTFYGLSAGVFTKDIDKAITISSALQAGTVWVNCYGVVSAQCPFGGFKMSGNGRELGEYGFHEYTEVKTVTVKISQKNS
Tau ThT inhib = qHTS for Inhibitors of Tau Fibril Formation, Thioflavin T Binding; recombinant tau K18 P301L, heparin-induced fibrillization, ThT fluorescence; Potency, µM (top dose mostly 57.4 µM), for the others: at the top dose activity, negative = inhibition, usual class: inhibitors; 2.1% of 270,000 active; AID 1460, 2008; also: nearly all actives have a fitted effect of over 55% in size
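Aggregation was driven by heparin (20 uM final) acting on recombinant tau […] bearing P301L in 100 mM sodium acetate pH 7; fibrils were detected with Thioflavin T.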
Tau fluor counter = Counterscreen qHTS for Inhibitors of Tau Fibril Formation, Fluorescence Polarization | tau K18 P301L (four-repeat tau fragment) Alexa594 fluorescence, heparin fibrillization | Potency, µM (top dose mostly 57.7 µM), inactives show at the highest dose activity change, negative = decrease | 0.93% of 280,000 active; also: nearly all actives have a fitted effect of over 55% in size
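Human K18 P301L tau (15 uM unlabeled plus 0.24 uM Alexa 594-labeled, final) in 100 mM sodium acetate pH 7 was mixed with compound and 20 uM heparin and incubated 6 hr at 37 C.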
TexasRed fluor = Total Fluorescence Counterscreen for Inhibitors of the Interaction of Thyroid Hormone Receptor and Steroid Receptor Coregulator 2; TRb/SRC2 Texas Red total fluorescence interference; Potency, µM (series often up to 106 µM), without a hit: top-dose fluorescence change, negative = quenching; 0.29% of 280,000 active; AID 1479, 2009; active = well fitted curve in either direction with a large enough effect; inconclusive = small, poorly fitted or top-dose-only effect
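Human TRb ligand-binding domain at 0.6 uM with 20 nM Texas Red SRC2 peptide in Tris buffer containing 1 uM T3 and 5% DMSO, incubated with compound 5 h at ambient temperature. Total fluorescence (555/632 nm) calculated as parallel + 2 × perpendicular.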
* = called active by the depositor; ? = inconclusive; nt = no result given; & = joins results of further samples; [ ] = remark or other dose. Unless noted, calls follow the shape of the dose curve; as a rule, active = well fitted curve in the direction sought with a large enough effect; inconclusive = small, poorly fitted or top-dose-only effect, or another doubt; inactive = no such curve, though single readings can be large; an effect the other way counts as inactive or inconclusive. Unless noted, % is scaled to controls: 0 for no effect and ±100 for the full control effect; potency is read from the fitted curve at half-maximal effect.

1) CCn1c(C(O)c2ccc3c(c2)OCO3)nc2ccccc21 (stereo not given)
2) COc1ccccc1N1CCN(C(=O)c2cnn(-c3ccc(F)cc3F)c2C2CCNCC2)CC1
3) NNC(=O)c1cc2nc(-c3cccs3)cc(C(F)(F)F)n2n1
4) COC(=O)[C@@H]1CCCN1C(=O)CCc1nnc(CCc2c[nH]c3ccccc23)o1
5) CNC(=S)NCCc1c[nH]c2ccc(OC)cc12
6) Cc1csc(NC(=O)CSc2nnc(-c3cccs3)n2C)n1
7) CCn1cc(C(=O)N2CCN(c3ccc([N+](=O)[O-])cc3)CC2)c(=O)c2ccc(C)nc21
8) Cc1ccc2oc(C(=O)N(Cc3sccc3C)C3CCS(=O)(=O)C3)c(C)c2c1 (stereo not given)
compound no. | 1 | 2 | 3 | 4 | 5 | 6 | 7 | 8
L3MBTL1 block | -5% | nt | 19% | 46%[activator] | -2% | 4% | nt | nt
aGal spleen mod | 7% | nt | 0% | -2% | -5% | -11% | -2% | nt
Tau FP inhib | 5% | 0% | -4% | 3% | -16% | 4% | -2% | -1%
TRb-SRC2 inh | 2% | -5% | 4% | 6%[53 µM] | -6% | -14% | -3% | -1%
ALDH1A1 inh | -8% | nt | ? | -4% | -2% | 12% | 25µM* | nt
Tau ThT inhib | 1% | -5% | ? | 10% | -5% | -7% | ? | ?
Tau fluor counter | -5% | -1% | -6% | 13% | -12% | 3% | 0% | ?
TexasRed fluor | 0% | -3% | -4% | 4%[53 µM] | -4% | -2% | 0% | -24%

9) CN(C)c1ccc(Nc2ncnc3c2c(-c2ccccc2)cn3-c2cccc(Cl)c2)cc1
10) COC(C[C@H](O)CC(=O)COCc1ccccc1)OC
11) Clc1ccccc1-c1ccc(/C=N/n2cnnc2)o1
12) Cc1ccc(S(=O)(=O)NC2(C(F)(F)F)NC(=O)N(CCc3ccccc3)C2=O)cc1 (stereo not given)
13) CCN(CC)CCNC(=O)c1cn(CC)c2cc(N3CCN(C(=O)c4ccco4)CC3)c(F)cc2c1=O
14) Fc1ccccc1C1c2[nH]c3ccccc3c2CCN1Cc1cccn1-c1ncccn1 (stereo not given)
15) Cc1ccc(NC(=O)CC(C)S(=O)(=O)c2ccc3c(c2)NC(=O)CO3)cc1C (stereo not given)
16) O=[N+]([O-])c1ccc(N2CCNCC2)cc1NCc1cccnc1
compound no. | 9 | 10 | 11 | 12 | 13 | 14 | 15 | 16
L3MBTL1 block | nt | nt | -3% | 4% | 3% | -7% | nt | 1%
aGal spleen mod | nt | 4% | 8% | -2% | 9% | 1% | nt | 1%
Tau FP inhib | 12% | 0% | 9% | -2%&-5% | 2% | -2% | -6% | -2%
TRb-SRC2 inh | -7% | -1% | -1% | -6%&3% | 5% | 2% | 5% | 0%[53 µM]
ALDH1A1 inh | nt | nt | -11% | 12% | nt | -4% | nt | ?
Tau ThT inhib | ? | 7% | -15% | 2%&-5% | -17% | -15% | -14% | ?
Tau fluor counter | ? | 13% | -7% | 1%&-7% | -16% | ? | -17% | 5%
TexasRed fluor | 1% | -2% | -1% | -7%&-3% | -1% | 0% | 4% | -3%[53 µM]

Two compounds drawn at random from those above:
7) CCn1cc(C(=O)N2CCN(c3ccc([N+](=O)[O-])cc3)CC2)c(=O)c2ccc(C)nc21
9) CN(C)c1ccc(Nc2ncnc3c2c(-c2ccccc2)cn3-c2cccc(Cl)c2)cc1
compound no. | 7 | 9
L3MBTL1 block | nt | nt
aGal spleen mod | -2% | nt
Tau FP inhib | -2% | 12%
TRb-SRC2 inh | -3% | -7%
ALDH1A1 inh | 25µM* | nt
Tau ThT inhib | ? | ?
Tau fluor counter | 0% | ?
TexasRed fluor | 0% | 1%

Remaining list, next part:
17) O=C(NCCN1CCOCC1)c1ccc(Cl)c(S(=O)(=O)N2CCCCCC2)c1
18) Cc1ccc(S(=O)(=O)NC(C(=O)O)c2ccccc2)cc1 (stereo not given)
19) O=C(CCS(=O)(=O)Cc1ccccc1)Nc1nc2c(s1)CCCC2
20) CCSc1nc2c(c(=O)[nH]c(=O)n2C)n1CC(O)COc1ccccc1C (stereo not given)
21) CCn1nnc(NC(=O)c2cccnc2Cl)n1
22) CSc1ccc(S(=O)(=O)Nc2ccc3c4c(cccc24)CC3)cc1
23) Cc1cccc2[nH]c(CN(C)C(=O)CC3C(=O)NCCN3CC(C)(C)C)nc12 (stereo not given)
24) Cc1ccccc1C(=O)NC(C(=O)Nc1nc2c(s1)CCCC2)C(C)C (stereo not given)
compound no. | 17 | 18 | 19 | 20 | 21 | 22 | 23 | 24
L3MBTL1 block | 33% | -1% | 3% | 6% | nt | -3% | 5% | -3%
aGal spleen mod | 3% | -2% | -18% | -7% | 2% | 0% | -1% | -1%
Tau FP inhib | -12% | 3% | -2% | 3% | 1% | -15% | -6% | 11%
TRb-SRC2 inh | -16% | -12% | 5% | -3% | 7% | 1% | -1% | -3%
ALDH1A1 inh | -15% | 1% | ? | 28µM* | 19% | ? | 12% | 8%
Tau ThT inhib | 12% | -3% | -4% | 9% | -10% | -3% | -10% | 5%
Tau fluor counter | 3% | -4% | -6% | 8% | -6% | ? | -2% | 9%
TexasRed fluor | 3% | -4% | -1% | -6% | 1% | -2% | -1% | -5%

25) CNC(=S)N1CCN(c2ccc(OC)cc2)CC1
26) Cc1c(C#N)c2ncn(CC#N)c(=O)c2n1-c1ccccc1
27) Cc1ccc(S(=O)(=O)NNC(=O)C(O)(c2ccccc2)c2ccccc2)cc1
28) CC(c1ccccc1)N1CC(C(=O)N2CCN(c3ccccc3)CC2)CC1=O (stereo not given)
29) CCOC(=O)C1CCN(C(=O)CN(c2cccc(C(F)(F)F)c2)S(C)(=O)=O)CC1
30) Cc1cc(C)c(Cn2c(=O)n(Cc3ccccc3)c(=O)c3c(C)c(C)sc32)c(C)c1
31) CCOC(=O)C(=O)NN=C(c1ccccc1)c1ccccc1
32) Cc1ccc(S(=O)(=O)N(C)C)cc1NC(=O)c1ccccc1Br
compound no. | 25 | 26 | 27 | 28 | 29 | 30 | 31 | 32
L3MBTL1 block | 4% | 0% | -7% | 5% | -2% | nt | 0% | 1%
aGal spleen mod | 7% | 0% | 4% | 2% | 10% | nt | -1% | -17%
Tau FP inhib | -1% | 1% | 4% | -10% | -6% | -1% | -6% | 4%
TRb-SRC2 inh | 1% | -13% | 4% | -1% | -10% | 7% | 3% | 2%
ALDH1A1 inh | 5% | ? | 5% | 8% | 10% | nt | nt | -11%
Tau ThT inhib | -16% | -8% | 7% | -12% | -12% | -6% | -12% | -6%
Tau fluor counter | -8% | -4% | -3% | -8% | -13% | -8% | -16% | -2%
TexasRed fluor | -4% | 2% | -3% | 5% | -1% | 4% | 0% | -3%

33) CCOC(=O)c1ccccc1NC(=O)c1c(O)c2ccccc2n(CC)c1=O
34) O=S(=O)(Nc1ccc(-c2ccc(N3CCCC3)nn2)cc1)c1ccccc1Cl
35) Cc1ccc(SCc2nc(-c3ccc(C(=O)NCC(C)c4ccccc4)cc3)oc2C)cc1 (stereo not given)
36) COc1cccc(C2=CC(c3cccs3)n3nnnc3N2)c1 (stereo not given)
37) CCCNC(=S)N1CCC(n2cnc3ccccc32)CC1
38) COC(=O)C12CCC(C)(c3nc4ccccc4nc31)C2(C)C (stereo not given)
39) O=C(c1ccccc1)N1CCCCC(S(=O)(=O)c2ccc3ccccc3c2)C1=O (stereo not given)
40) O=c1c2ccccc2ncn1C1CCCCC1
compound no. | 33 | 34 | 35 | 36 | 37 | 38 | 39 | 40
L3MBTL1 block | 16%[11.4 µM] | nt | nt | nt | -3% | -10% | -2% | nt
aGal spleen mod | 4% | nt | nt | 4% | 9% | -13% | 2% | 2%
Tau FP inhib | -1% | 5% | 11% | -3% | -1% | 10% | -2% | -3%
TRb-SRC2 inh | 1% | 1% | 1% | 6% | 6% | -6% | 4% | -13%
ALDH1A1 inh | -3% | nt | nt | ? | ? | -9% | 10µM* | -7%
Tau ThT inhib | -2% | -17% | -7% | -13% | 1% | -2% | -3% | -2%
Tau fluor counter | -9% | -22% | -13% | -18% | 4% | 0% | -10% | 0%
TexasRed fluor | -5% | -5% | -1% | -1% | -2% | -4% | -1% | 2%

Record cards, as listed above. Order of screens: L3MBTL1 block | aGal spleen mod | Tau FP inhib | TRb-SRC2 inh | ALDH1A1 inh | Tau ThT inhib | Tau fluor counter | TexasRed fluor
`O=C(c1ccccc1)N1CCCCC(S(=O)(=O)c2ccc3ccccc3c2)C1=O` (stereo not given) is listed as -2% | 2% | -2% | 4% | 10µM* | -3% | -10% | -1%
`COC(=O)C12CCC(C)(c3nc4ccccc4nc31)C2(C)C` (stereo not given) is listed as -10% | -13% | 10% | -6% | -9% | -2% | 0% | -4%
`COc1cccc(C2=CC(c3cccs3)n3nnnc3N2)c1` (stereo not given) is listed as nt | 4% | -3% | 6% | ? | -13% | -18% | -1%
`O=S(=O)(Nc1ccc(-c2ccc(N3CCCC3)nn2)cc1)c1ccccc1Cl` is listed as nt | nt | 5% | 1% | nt | -17% | -22% | -5%

Next records.
41) CC(C)(C)C(=O)Nc1nnc(CC(=O)NCc2ccccc2)s1
42) CN1CCN(C(=O)C(=O)Nc2c3c(nn2-c2cccc(Cl)c2)CSC3)CC1
43) CC(=O)c1sc(NC(=O)C2(F)C(F)(F)C(F)(F)C(F)(F)C(F)(F)C2(F)F)nc1C
44) Cc1cc(NC(=O)c2ccc(Cn3nc(C)c(Br)c3C)o2)no1
compound no. | 41 | 42 | 43 | 44
L3MBTL1 block | -6% | nt | 31%[activator] | nt
aGal spleen mod | -10% | nt | 7% | -3%
Tau FP inhib | 3% | -4% | ? | -5%
TRb-SRC2 inh | -5% | -7% | -17% | -4%
ALDH1A1 inh | 5% | nt | -11% | 3%
Tau ThT inhib | 3% | -6% | -1% | -1%
Tau fluor counter | 7% | -8% | -4% | -5%
TexasRed fluor | -1% | 1% | 3% | -6%

Screening results from PubChem.
